# Screens deposited in PubChem by The Scripps Research Institute Molecular Screening Center.
# Tn6 DDE FP = DD(E)-Tn6 binding inhibition, primary FP screen | P02675 | Fibrin DD(E) TRITC-Tn6 fluorescence polarization displacement | inhibition, % at 8.3 µM | 370,000 compounds, 0.21% hits | AID 720509;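 active = inhibition above a per-campaign cutoff: mean of compounds within control limits plus 3 SD, cut at about 15% in these data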;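 note: 0% = median of all compound wells on the plate and 100% = blocking peptide control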
# ASAP1 GAP inh = ASAP1 ArfGAP inhibition. ASAP1-stimulated ARF1 GTP hydrolysis, GDP FP detection. 360,000 compounds, 0.19% hits. Q9ULH1. inhibition, % at 16.5 µM; in the data active = inhibition above about 25%;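 note: 0% = vehicle with enzyme and substrate and 100% = no enzyme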
# PLC-gamma1 inh = PLC-gamma1 (human) inhibition, primary screen; purified PLC-gamma1, fluorogenic substrate, fluorescence; P19174; 370,000 compounds, 0.84% hits; inhibition, % at 12.2 µM; in the data active = inhibition above about 9.5%
# Target sequence (P19174 whole entry, looked up): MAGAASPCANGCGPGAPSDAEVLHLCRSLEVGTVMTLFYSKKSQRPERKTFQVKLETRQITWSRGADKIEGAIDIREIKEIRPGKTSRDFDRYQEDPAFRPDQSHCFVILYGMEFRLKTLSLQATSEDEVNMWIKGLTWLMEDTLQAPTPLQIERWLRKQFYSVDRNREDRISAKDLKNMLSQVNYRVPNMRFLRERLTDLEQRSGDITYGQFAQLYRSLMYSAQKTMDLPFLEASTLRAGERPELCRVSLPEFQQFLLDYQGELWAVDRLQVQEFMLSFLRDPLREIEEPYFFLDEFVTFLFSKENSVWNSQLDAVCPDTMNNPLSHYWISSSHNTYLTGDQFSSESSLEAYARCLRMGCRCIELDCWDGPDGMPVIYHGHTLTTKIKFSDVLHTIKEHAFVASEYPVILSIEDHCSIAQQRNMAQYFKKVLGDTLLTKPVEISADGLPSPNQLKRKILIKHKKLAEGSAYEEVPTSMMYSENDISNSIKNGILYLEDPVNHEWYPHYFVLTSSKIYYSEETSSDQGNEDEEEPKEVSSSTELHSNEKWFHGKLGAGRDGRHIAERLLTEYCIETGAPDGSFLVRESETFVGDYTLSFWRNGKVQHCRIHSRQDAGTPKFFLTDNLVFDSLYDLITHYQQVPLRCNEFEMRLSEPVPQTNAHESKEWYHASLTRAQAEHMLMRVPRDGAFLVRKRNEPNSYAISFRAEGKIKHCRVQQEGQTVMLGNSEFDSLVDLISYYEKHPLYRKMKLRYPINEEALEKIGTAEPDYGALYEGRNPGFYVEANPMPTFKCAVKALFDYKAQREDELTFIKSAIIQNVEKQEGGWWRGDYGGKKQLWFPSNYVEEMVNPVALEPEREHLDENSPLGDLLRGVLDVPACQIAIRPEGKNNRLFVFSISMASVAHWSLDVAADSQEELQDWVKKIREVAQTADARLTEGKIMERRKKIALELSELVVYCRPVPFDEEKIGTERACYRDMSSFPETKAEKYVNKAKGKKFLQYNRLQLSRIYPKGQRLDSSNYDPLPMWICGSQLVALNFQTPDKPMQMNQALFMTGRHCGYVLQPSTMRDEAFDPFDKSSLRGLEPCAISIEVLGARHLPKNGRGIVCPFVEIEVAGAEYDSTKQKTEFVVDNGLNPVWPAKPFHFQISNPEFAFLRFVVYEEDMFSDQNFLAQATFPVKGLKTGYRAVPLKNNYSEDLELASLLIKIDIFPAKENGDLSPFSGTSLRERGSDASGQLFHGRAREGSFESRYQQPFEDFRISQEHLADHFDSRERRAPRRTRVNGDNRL
# ARFGAP1 inhibitor = inhibitors of rat ARFGAP1 | inhibition, % at 16.5 µM | AID 651572 | Arfgap1-stimulated ARF1 GTP hydrolysis, GDP FP detection | 360,000 compounds, 0.26% hits | Q62848;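 active = inhibition above a per-plate limit, mean inhibition of low control wells plus 3 SD, cut at about 25% in these data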;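 note: 0% = DMSO wells with enzyme and 100% = wells lacking Arfgap1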
#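 Material – truncated rat Arfgap1 GAP domain · Buffer or medium – HEPES-based buffer, pH 7.5 · Reagent – human ARF1(Δ1-17)-GTP substrate · Dosing – 16.5 µM single point, 1.26% DMSO · Schedule – GTP hydrolysis reaction 2 h at 25 °C · Technique – GDP detection by fluorescence polarization · Benchmarks – No-Arfgap1 wells (100%) versus DMSO full-reaction wells (0%) · Repeats – single replicate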
# DDE Tn7 FP inh = disrupts Tn7 cyclic peptide binding to fibrin D-Dimer-E complex | P02675 | FP displacement of FITC-Tn7 peptide from fibrin DD(E); 0% = median of compound wells per plate | inhibition, % at 8.3 µM | 370,000 compounds, 0.13% hits | AID 720508;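 active = inhibition above the mean of compounds falling within the control limits plus 3 SD of them, cut at about 14% in these data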;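 note: 0% = plate median of compound wells and 100% = 10 µM Aha-Tn7 peptide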
#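 Assay system: human fibrin DD(E). Input: DD(E) 2 µM final. Medium: Tris buffer with calcium and detergent, pH 7.8. Compound dosing: single point at 8.3 µM. Timing: 10 min plus 3 h, room temperature. Technique: fluorescence polarization of the labelled Tn7 tracer. Read-out: percent inhibition. Replicates: singlicate testing.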
# ADAM17 inh = inhibitors of human ADAM17. AID 720648. P78536. inhibition, % at 6.95 µM. 370,000 compounds, 0.83% hits. recombinant ADAM17, EDANS/DABCYL FRET peptide cleavage;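 active = inhibition above the mean of compounds lying between control limits plus 3 SD, set per campaign, cut at about 8.5% in these data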;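 note: 0% = DMSO-only wells as the low control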
# PLC-beta3 inh = inhibitors of human phospholipase C beta3 | Q01970 | Purified PLC-beta3, fluorogenic substrate, fluorescence | inhibition, % at 12.2 µM | 370,000 compounds, 0.18% hits; in the data active = inhibition above about 11%;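 note: 0% = median of compound wells on plate and 100% = full blocker control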
# ADAM10 inh = inhibits human ADAM10 | O14672 | recombinant ADAM10, EDANS/DABCYL FRET peptide cleavage, 3 h | inhibition, % at 7 µM | 370,000 compounds, 0.62% hits | AID 720582;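 active = inhibition above a per-campaign cutoff equal to the mean of compounds falling between control-based bounds plus 3 SD, cut at about 20% in these data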;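 note: 0% = DMSO wells while the 100% control is not disclosed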
# SIAE inh = human SIAE inhibition, primary screen | SIAE FP-Rh probe binding, fluorescence polarization | AID 1053197 | inhibition, % at 9.66 µM | 370,000 compounds, 0.69% hits;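 active = inhibition above a cutoff: mean of compounds within the control limits plus 3 SD of those, cut at about 17% in these data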;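 note: 0% = plate median of compound wells and 100% = probe without SIAE protein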
# TDP2 inh = blocks human TDP2 phosphodiesterase activity | O95551 | recombinant TDP2, T5PNP hydrolysis, p-nitrophenol absorbance 415 nm | inhibition, % at 12.8 µM | 370,000 compounds, 0.34% hits;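 active = inhibition above the mean of all tested compounds plus 3 SD, set per campaign, cut at about 25% in these data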;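 note: 0% = DMSO with enzyme and 100% = buffer with substrate but no TDP2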
#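 System – recombinant human TDP2 · Quantity – TDP2 enzyme at 120 nM final · Doses – single concentration, 12.8 µM nominal, with 1% DMSO · Incubation – 2 h at 37 °C · Measured by – epi absorbance of p-nitrophenol freed from T5PNP by hydrolysis · Read-out – % inhibition relative to enzyme-containing and enzyme-free wells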
# An asterisk follows results filed as active.
SMILES,Tn6 DDE FP,ASAP1 GAP inh,PLC-gamma1 inh,ARFGAP1 inhibitor,DDE Tn7 FP inh,ADAM17 inh,PLC-beta3 inh,ADAM10 inh,SIAE inh,TDP2 inh
Cc1ccc(C(=O)OCC(=O)N(Cc2ccccc2)C(C)C)cc1C,1.2,7.9,-0.1,-5.2,7.7,-1.0,3.5,-1.9,0.7,-1.4
CN(Cc1cc(Cl)cc(Cl)c1O)Cc1c(O)ccc2ccccc12,-11.0,10.2,-3.5,10.8,-3.3,-13.3,-10.1,-40.8,5.2,2.2
O=C(Nc1cccc2ccccc12)C1CCN(C(=O)NCc2ccccc2)CC1,4.3,10.3,-1.4,-1.8,2.8,-0.9,-4.6,-1.3,-2.6,-3.0
COc1ccc(CNC(=O)c2ccc(Cl)c(NC3=NC4CS(=O)(=O)CC4S3)c2)cc1 (stereo not drawn),-5.5,0.0,-2.2,-6.6,-4.6,-2.0,0.1,-3.0,4.6,1.4
Cc1cccnc1NC(=O)C12CCC(C)(C(=O)O1)C2(C)C (stereo not drawn),-6.0,-1.9,1.4,-7.4,3.0,-4.3,-0.2,7.2,-4.6,6.7
CCn1c(C)nc([N+](=O)[O-])c1Sc1ccc(F)cc1,-5.3,-4.6,3.0,-4.4,-4.6,2.5,1.1,-5.0,0.1,-2.8
O=C(O)CCCCCCCCCCCNC(=O)NC12CC3CC(CC(C3)C1)C2,-3.1,-14.8,0.6,-0.9,1.1,-4.5,1.0,-6.6,-1.3,1.2
N/C(=N\OC(=O)COc1ccccc1)c1cccnc1,-1.4,13.3,-0.9,-6.5,2.9,-2.6,-29.4,-3.8,-1.2,2.0
Cc1ccc(C(=O)OCC(=O)NCc2ccco2)cc1,8.2,1.3,-1.5,8.9,4.3,-2.1,-1.8,-2.9,1.2,2.1
CCc1cc2c(=O)c(-c3ccc(F)cc3)c(C)oc2cc1OCC(=O)O,0.8,-2.5,1.5,8.2,-3.9,-2.7,-0.1,-1.1,-2.3,3.5
O=C(Nc1cccnc1N1CCOCC1)c1cccs1,1.4,-0.8,2.6,8.2,0.9,-2.9,-7.7,2.4,4.6,-5.9
Cc1cccn2cc(CCNC(=O)c3ccco3)nc12,-9.1,-2.8,0.7,18.3,-6.2,-1.4,0.3,-10.5,5.2,6.5
CCn1cc(CN2CCC(C(=O)Nc3ccc(Oc4ccccc4F)cc3)CC2)cn1,-6.7,4.2,0.8,-8.6,-7.3,-0.1,2.2,0.6,0.8,3.4
O=C1C=C(c2ccc(F)cc2OCc2ccccc2)C[C@@H](c2ccc(Cl)cc2)C1,-2.8,4.6,2.2,-7.5,6.5,-2.1,3.2,1.2,-7.2,-5.9
O=[N+]([O-])c1ccc2[nH]c(O)c(N=NC3CS(=O)(=O)CC3O)c2c1 (stereo not drawn),-1.0,2.4,4.8,7.1,7.5,-2.8,-6.1,-2.8,-6.2,-4.7
Cc1ccccc1C(=O)N1CCN(c2ccc(NC(=O)c3ccccc3[N+](=O)[O-])cc2)CC1,-6.9,1.0,-1.5,7.6,-0.6,-3.6,1.8,-4.9,2.1,5.4
Cc1ccc(NC(=O)Nc2ccc3c(c2)C(=O)OC3)cc1Cl,1.3,-2.5,-1.7,1.8,6.3,-0.7,-5.5,-6.2,-16.9,-14.7
CC(C)CCNCC1OCc2ccccc2CO1,-3.6,10.1,0.4,-2.4,3.0,-4.8,-1.1,-0.8,3.6,11.2
O=C(O)CSC1CC(=O)N(c2cccc(Cl)c2)C1=O (stereo not drawn),-0.9,1.3,1.1,-5.0,4.2,-1.7,1.1,3.7,6.6,14.4
O=C(CNC(=O)c1ccc(Br)cc1)NC1CC1,-2.9,5.4,2.5,12.9,-2.4,-0.2,-1.3,2.7,-2.9,4.8
O=C(O)CCC(NC(=S)Nc1ccccc1)C(=O)O (stereo not drawn),-1.9,0.1,3.5,-1.8,3.1,-1.7,0.3,11.5,0.9,-15.1
Cc1cc(C)cc(OCc2nnc(SCC(=O)Nc3ccccc3)o2)c1,-4.5,-9.7,2.3,-0.4,-10.9,1.2,-0.7,-3.8,-5.8,-3.5
Cc1ccc(C)c(C(=O)CCC(=O)NNC(=O)c2cccs2)c1,-5.8,0.2,-0.1,7.5,4.0,1.9,-0.9,-2.8,-2.4,3.2
C=CCN1C(=O)c2ccc(C(=O)NCC(c3ccccc3)N(C)C)cc2C1=O (stereo not drawn),1.4,0.8,2.0,0.1,-4.5,-2.7,-1.9,-1.4,0.1,0.5
COc1ccc(Cc2nnc(SCC(=O)Nc3ccc(C)cc3)n(N)c2=O)cc1,-1.7,0.2,10.0*,1.4,-3.1,9.8*,-3.7,6.8,-7.1,-14.0

# Only ARFGAP1 inhibitor, PLC-gamma1 inh and SIAE inh, for some of the entries so far:
molecule	ARFGAP1 inhibitor	PLC-gamma1 inh	SIAE inh
Cc1ccc(NC(=O)Nc2ccc3c(c2)C(=O)OC3)cc1Cl	1.8	-1.7	-16.9
CC(C)CCNCC1OCc2ccccc2CO1	-2.4	0.4	3.6

# Next section:
SMILES,Tn6 DDE FP,ASAP1 GAP inh,PLC-gamma1 inh,ARFGAP1 inhibitor,DDE Tn7 FP inh,ADAM17 inh,PLC-beta3 inh,ADAM10 inh,SIAE inh,TDP2 inh
CN(C)S(=O)(=O)c1ccc(Cl)c(C(=O)OCC(=O)NC(=O)c2cccn2C)c1,1.9,16.3,-5.7,12.0,-1.3,2.3,-6.3,8.5,-2.2,-5.2
CCOc1ccc(CCNC(=O)c2cc(C)on2)cc1OCC,4.6,-8.9,-1.6,11.2,7.5,-2.3,-4.7,-4.8,-1.1,4.0
Cc1cc(NC(=O)NCc2ccco2)ccc1NC(=O)NCc1ccco1,-0.8,-0.7,-6.5,-4.9,5.3,-10.6,-15.7,-22.0,-0.6,-3.7
O=C1CC(c2ccco2)CC(O)=C1C=NCCN1CCN(C(=S)Nc2ccccc2)CC1 (stereo not drawn),-5.8,2.6,-0.3,-3.6,3.8,-1.0,-7.3,-4.8,1.3,-12.9
Cc1cc2c(cc1S(=O)(=O)Nc1ccc(F)cc1)n(C)c(=O)c(=O)n2C,-5.4,-3.3,-1.5,-3.2,-5.1,1.0,1.6,-2.7,-3.6,1.3
CCCc1cc(=O)oc2cc(OCC(=O)NCCCn3ccnc3)ccc12,5.9,3.9,-5.2,-8.0,4.5,-24.2,-12.3,-76.5,-1.3,2.4
CC(=O)C1=C(O)C(=O)N(Cc2ccco2)C1c1cccc(F)c1 (stereo not drawn),4.0,2.2,-2.9,-2.8,-5.1,-3.0,-6.3,-5.6,1.3,2.4
CC1(C)Oc2ccc(C(=O)Nc3ccccc3)cc2N(CC#N)C1=O,-9.6,-1.6,0.0,-3.6,4.1,-6.3,-8.6,1.0,3.5,7.3
CCOc1ccc2ccccc2c1CNc1nnnn1C,8.7,4.8,3.7,5.8,-10.0,-1.2,5.0,0.9,-0.7,0.0
CCCSc1nc(N2CCCC2)c2c(c1C#N)CC(C)(C)OC2,-4.4,-11.5,-2.2,17.5,2.2,-4.5,1.1,-11.5,-1.2,-1.9
CCN(C[C@H]1N[C@@](CC)(C(=O)OC)[C@H]2C(=O)N(Cc3ccccc3)C(=O)[C@@H]12)C(=O)Nc1ccc(C(F)(F)F)cc1,0.4,-14.1,1.6,10.7,-3.0,-3.3,0.4,-11.2,5.6,1.8
CCN(CC)c1ccc(C(=O)N2CCN(Cc3ccccc3)CC2)cc1,-8.0,9.2,6.5,-1.6,-5.7,-0.3,-2.4,4.1,1.2,-7.7
COc1cccc(NC(=O)CSc2ccc(-c3ccco3)nn2)c1,-2.8,-15.0,-5.5,10.8,-6.0,-2.8,-15.8,-7.5,3.6,0.6
COc1ccc(OC)c(-c2csc(NC(=O)CSc3ccccc3)n2)c1,-5.8,11.7,2.5,15.8,-5.6,10.2*,-1.8,19.9*,-14.5,1.1
Cc1c(-n2cc(C(=O)O)c(=O)c3cc(F)c(N4CCCC4)c(F)c32)c(=O)n(-c2ccccc2)n1C,-4.6,9.0,-5.6,-4.2,-1.2,-5.4,-5.0,-3.4,5.5,4.4
O=C(NCc1ccco1)C1Cc2c(-c3cccc(F)c3)ccnc2O1 (stereo not drawn),-0.6,-1.3,2.1,11.0,3.7,2.5,2.2,1.7,-0.3,2.2
CSc1ncc(Cl)c(C(=O)Nc2nnc(SC)s2)n1,4.1,-2.3,0.9,-4.2,-1.5,-1.3,0.9,3.5,1.9,2.4
COC(=O)[C@@H](NC(=O)N1CCN(c2cccc(C(F)(F)F)c2)CC1)C(C)C,9.2,-4.7,-1.9,-3.5,-2.8,-2.1,-0.6,-0.6,5.2,6.3
O=S(=O)(NCc1ccc(Cl)c(Cl)c1)c1cc(Cl)ccc1N1CC[C@@H](O)C1,-6.7,2.2,-1.1,16.2,-3.3,8.0,-4.7,20.6*,-4.5,-0.6
CC1=NN(c2ccc(Br)cc2)C(=O)/C1=C/c1cccs1,4.1,-3.4,2.3,9.3,-1.4,0.2,3.0,10.3,14.9,17.0
CN1CCN(CC(=O)Nc2ccc([N+](=O)[O-])cc2Br)CC1,-4.2,1.6,3.0,4.7,-1.7,-2.5,-1.2,-11.6,3.7,-5.7
CC(C)CCN1C(=O)c2ccc(C(=O)NCc3ccco3)cc2C1=O,2.5,10.9,-0.4,11.4,-8.2,-0.4,-3.1,4.6,4.9,6.8
O=C1CC(c2ccc(Cl)cc2)CC(O)=C1C=NCCN1CCNCC1 (stereo not drawn),-5.9,0.3,-1.3,-4.9,3.1,-6.7,1.9,-1.4,-4.9,7.1
COCC(=O)Nc1nc2n(n1)C(c1ccc(OC)cc1)CC(c1ccc(OC)cc1)N2 (stereo not drawn),7.0,-2.3,-5.0,-4.7,-3.6,-3.5,-6.0,-9.8,-2.8,-1.8
Nc1ccn([C@@H]2O[C@H](C(=O)N3CCN(c4ccc(Cl)cn4)CC3)[C@@H](O)[C@H]2O)c(=O)n1,0.2,-1.3,-5.8,-12.9,-2.7,-11.7,-9.4,-67.3,4.0,2.3

# Reprinted at random: 3 entries already listed, in no set order.
SMILES,Tn6 DDE FP,ASAP1 GAP inh,PLC-gamma1 inh,ARFGAP1 inhibitor,DDE Tn7 FP inh,ADAM17 inh,PLC-beta3 inh,ADAM10 inh,SIAE inh,TDP2 inh
Nc1ccn([C@@H]2O[C@H](C(=O)N3CCN(c4ccc(Cl)cn4)CC3)[C@@H](O)[C@H]2O)c(=O)n1,0.2,-1.3,-5.8,-12.9,-2.7,-11.7,-9.4,-67.3,4.0,2.3
CCCSc1nc(N2CCCC2)c2c(c1C#N)CC(C)(C)OC2,-4.4,-11.5,-2.2,17.5,2.2,-4.5,1.1,-11.5,-1.2,-1.9
CC1=NN(c2ccc(Br)cc2)C(=O)/C1=C/c1cccs1,4.1,-3.4,2.3,9.3,-1.4,0.2,3.0,10.3,14.9,17.0
